# Compound activity from PubChem.
# Furin inhibitor = blocks human furin protease activity; P09958; purified furin, fluorogenic substrate cleavage; inhibition, % at 30 µM; 220,000 compounds, 0.061% hits; AID 463115; in the data active = inhibition above about 25%; also: inactives centre near -15
# zfTRPN1 agonist = activates the zebrafish TRPN1 channel; HEK293 zebrafish TRPN1-YFP, Fluo-8 calcium fluorescence; 100% = response to 87 µM carbachol; activation, % at 3 µM; 220,000 compounds, 0.18% hits; AID 1424;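 active = activation above its plate's cutoff, the mean activation of test wells on that plate plus 3 SD, cut at about 19% in these data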;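 also: 0% = DMSO alone and 100% = 87 µM carbachol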
#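 Control set: carbachol 87 µM as high control, DMSO as low control; system: HEK293 stable line with zebrafish TRPN1-YFP; read-out: % activation versus carbachol response; detection: intracellular calcium fluorescence with Fluo-8; doses: single test compound dose, 3 µM nominal, 0.3% DMSO; schedule: dye 1 h 37 °C plus 30 min RT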
# m-calpain inh = calpain II (pig) inhibition. inhibition, % at 16 µM. purified calpain II, fluorogenic peptide substrate, 30 min. 220,000 compounds, 0.37% hits;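 active = inhibition above about 50%, limit read from the data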
# EBV gp42 inh = inhibitors of Epstein-Barr virus glycoprotein 42 | Q1HVG2 | AID 1085 | inhibition, % (tested at 21.74 µM) | Fluorescence polarization binding assay, mP read-out | 220,000 compounds, 0.42% hits; in the data active = inhibition above about 50%
# Target sequence (Q1HVG2 whole entry, looked up): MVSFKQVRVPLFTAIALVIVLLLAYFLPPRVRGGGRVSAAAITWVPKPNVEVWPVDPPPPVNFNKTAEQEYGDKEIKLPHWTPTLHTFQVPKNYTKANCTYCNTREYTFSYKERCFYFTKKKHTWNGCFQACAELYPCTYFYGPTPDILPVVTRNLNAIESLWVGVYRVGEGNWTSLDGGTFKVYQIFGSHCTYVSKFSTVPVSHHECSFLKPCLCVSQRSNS
# PPC-1+TRAIL kill = PPC-1 cancer cell killing with TRAIL present. PPC-1 cells + TRAIL, ATPLite viability luminescence. cell killing (% activity), % at 4 µM. 220,000 compounds, 0.41% hits;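 active = cell killing above 50% in the first pass at 4 µM, then a duplicate retest at 5 µM averaging 50% or more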;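 also: plate controls were cells with TRAIL plus DMSO for no effect and medium-only wells lacking cells for full effect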
# thrombin 1536 = inhibitors of human thrombin; AID 1046; alpha-thrombin, Boc-VPR-AMC fluorogenic substrate cleavage; P00734; inhibition, % at 5 µM; 220,000 compounds, 0.26% hits;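 active = inhibition at or above 40%; inactive = inhibition below 40%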;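 also: 0% = enzyme with no compound and 100% = wells without enzyme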
#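 Assay system: human alpha-thrombin enzyme. Reagent: Boc-VPR-AMC substrate, 15 µM final. Compound dosing: one concentration per compound, 5 µM, with 0.2% DMSO. Incubation: room-temperature reaction. Technique: AMC fluorescence, 355/460 nm. Measure: % inhibition relative to enzyme controls and enzyme-free blanks.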
# Cl transport mod = modulators of human KCC2 chloride dependent transport; 190,000 compounds, 2.2% hits; AID 1456; KCC2 cells, thallium flux FluoZin-2 fluorescence; Q9H2X9; B-score of Tl+ flux slope (higher = more flux/activation; lower = inhibition) at 10 µM;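 active = thallium flux slope and its plate-corrected score both differing from the plate sample mean at a set confidence after two filtering rounds, in either direction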;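 also: slope of fluorescence scaled to starting intensity during 10 to 20 s after thallium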
# TRPML3 ag = agonists of human TRPML3 channel; HEK293 TRPML3-YFP, Fluo-8 calcium fluorescence; 100% = the carbachol control signal; activation, % at 3 µM; 220,000 compounds, 0.29% hits; AID 1448;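 active = activation above its plate's cutoff, the mean activation of the plate's test wells plus 3 SD, cut at about 12% in these data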;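 also: 0% = DMSO only wells and 100% = carbachol wells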
# Target sequence (Q8TDD5 whole entry, looked up): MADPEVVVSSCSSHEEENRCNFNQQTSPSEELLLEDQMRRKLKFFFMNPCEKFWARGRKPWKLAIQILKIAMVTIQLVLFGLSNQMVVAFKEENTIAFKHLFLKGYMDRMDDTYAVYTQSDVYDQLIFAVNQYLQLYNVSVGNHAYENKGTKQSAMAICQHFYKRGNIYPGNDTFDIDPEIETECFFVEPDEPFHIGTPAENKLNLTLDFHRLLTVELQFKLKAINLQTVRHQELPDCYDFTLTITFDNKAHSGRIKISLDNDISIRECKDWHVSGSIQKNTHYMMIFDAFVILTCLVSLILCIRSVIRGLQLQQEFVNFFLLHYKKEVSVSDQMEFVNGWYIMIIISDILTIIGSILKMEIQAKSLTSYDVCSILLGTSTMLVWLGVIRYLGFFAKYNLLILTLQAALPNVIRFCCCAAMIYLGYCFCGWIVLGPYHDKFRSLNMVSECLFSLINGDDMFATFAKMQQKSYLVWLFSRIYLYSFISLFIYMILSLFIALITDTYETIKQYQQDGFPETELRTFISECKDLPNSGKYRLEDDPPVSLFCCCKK
#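 Material: HEK293 cells stably carrying human TRPML3-YFP; compound dosing: single dose, 3 µM final nominal compound, 0.3% DMSO final; incubation: 1-h 37 °C dye load, 5-s basal, 120-s post-compound reads; technique: Fluo-8 intracellular calcium fluorescence, excitation 470-495 nm, emission 515-575 nm; read-out basis: percent activation from peak-to-basal fluorescence ratio, scaled between DMSO and carbachol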
# TbHK1 inh = T. brucei hexokinase 1 inhibition. recombinant TbHK1, G6PDH-coupled NADH A340. inhibition, % at 10 µM. 220,000 compounds, 0.11% hits. AID 1430;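 active = inhibition of 50% or more in the single-dose primary screen; inactive = inhibition below 50%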
# * hit, by the source's call; i = inactive; . = no result given; [ ] = remark or other dose. Rows are unselected, and some 3.6% of all compounds hit somewhere here.
SMILES,Furin inhibitor,zfTRPN1 agonist,m-calpain inh,EBV gp42 inh,PPC-1+TRAIL kill,thrombin 1536,Cl transport mod,TRPML3 ag,TbHK1 inh
CC(OC(=O)C1CC(O)CN1S(=O)(=O)c1ccccc1[N+](=O)[O-])C(=O)N1CCCCC1 (stereo not drawn),-8,2.3,-18,-11,28,-4,0.46,0.7,3
Cc1cccn2c(CNCCCn3ncc4ccccc43)c(C(=O)N3CCCCC3)nc12,-10,0.2,6,-23,-4,3,-0.8,0.5,-3
Cc1cc(C)n(CCSCC(=O)O)n1,-1[20 µM],-1.2,-12,-16,-11,-3,-0.11,0.0,2
c1ccc(Oc2cc(-c3ccccc3)ncn2)cc1,-17[20 µM],-0.9,27,2,18,1,0.049,-0.8,-2
N#C/C(=C\c1cn(Cc2ccc(C#N)cc2)c2ccccc12)C(=O)NCc1cccs1,-9,0.5,-27,-20,-7,-4,0.23,0.9,11
COc1ccc(-c2[nH]ncc2CN(C)CCN2CCOCC2)cc1F,-15,-0.1,15,-12,4,0,0.4,0.0,-4
Cc1ccc(NC(=O)c2cccc(Cl)c2)nc1,-11,0.6,6,-14,9,-4,-0.59,-0.1,3
O=S(=O)(c1ccc(C(F)(F)F)cc1)N1CCCN(c2ccc(C(F)(F)F)cn2)CC1,-13,-1.8,15,-6,-4,-8,-0.23,-0.1,-7
COc1ccc(S(=O)(=O)N2CCCCCC2)cc1C(=O)OCC(=O)NC(C)(C)C,-24,2.5,-3,-4,8,2,-0.09,3.3,2
COC(=O)C1=C(N)Oc2cc(C)n(CC3CCCO3)c(=O)c2C1c1ccccc1 (stereo not drawn),-22,-0.4,-17,-3,5,6,.,-0.8,1
COc1ccc(S(=O)(=O)N2CCCC2C(=O)NCc2cccs2)cc1 (stereo not drawn),-4,0.1,6,-10,-8,18,-1.1,-0.1,0
O=C(Nc1ccc(C(F)(F)F)cc1Cl)c1ccc(Cn2cc(Br)cn2)o1,-26[20 µM],-1.2,16,-14,3,4,.,-0.9,-13
C/C(Cn1nnc2ccccc21)=N/OC(=O)c1c(F)cccc1F,-22,1.4,-17,17,.,1,-0.88,0.8,-3
CCn1cc(SCC(=O)NCC2CCCO2)c2ccccc21 (stereo not drawn),-24,.,-20,-7,11,-2,-0.0071,.,-7
O=C(Nc1ccccc1N1CCCCC1)c1ccco1,-20[20 µM],-1.4,0,-13,2,-3,-0.34,0.2,0
COc1cccc(NC(=O)N2CCCc3ccccc32)c1,-16,0.6,6,-8,22,3,0.41,0.9,-2
COc1ccc(S(=O)(=O)N2CCCC(C(=O)Nc3cccnc3)C2)cc1Cl (stereo not drawn),-25[20 µM],2.2,10,-13,27,5,-0.92,1.6,6
COCC(C)NC(=O)CSc1nc(-c2ccccc2)c(-c2ccccc2)o1 (stereo not drawn),-3[20 µM],-1.1,-7,-17,-20,0,-0.64,-0.6,-12
O=C(CSc1n[nH]c(-c2ccncc2)n1)NCCc1ccccc1,-12[20 µM],-0.4,3,-23,29,5,.,0.1,-9
CCC(CC)c1nnc(NC(=O)c2ccc([N+](=O)[O-])cc2)s1,-15,0.4,7,-12,5,-1,2.2,1.2,-17
COc1cc(OC)c(C#N)c(S(=O)(=O)Cc2ccccc2)c1,-13[20 µM],0.3,-12,9,20,1,-1.4,0.9,-2
Cc1ccc(NC(=O)N2CCCn3c(SCC(=O)c4ccccc4)nnc32)cc1,-25,0.2,-1,-10,-4,-6,0.084,0.7,2
CCCOc1ccc(/C=N/NC(=O)C(C)Sc2ccccn2)cc1OCC (stereo not drawn),-19,-0.8,7,-3,1,-4,-0.78,-0.8,-13
NC(=O)c1ccsc1NC(=O)COC(=O)CCOc1ccccc1,-14,10,-5,-7,6,0,-3.5,2.7,-6
COc1ccccc1OCC(=O)Nc1nonc1NC(=O)COc1ccccc1OC,-4,-0.7,19,1,-16,-1,-0.96,-0.4,6
CC(=O)Nc1ccc(S(=O)(=O)N2CCCCC2C(=O)O)cc1 (stereo not drawn),-26,1.1,-17,-4,24,-10,-0.48,0.8,7
CS(=O)(=O)NCC(c1cccnc1)N1CCN(c2ccccc2F)CC1 (stereo not drawn),-18,-0.8,-15,-8,3,-3,0.033,0.1,-11
CC(Oc1ccc(C(=O)c2ccccc2)cc1)C(=O)Nc1ccc(S(N)(=O)=O)cc1 (stereo not drawn),-18,16,-3,3,19,2,1.2,3.5,-10
CCc1ccc(C2CC(c3ccc(F)cc3)Nc3nc(N)nn32)cc1 (stereo not drawn),-9,4.7,8,-3,-4,1,-0.91,0.3,12
O=C(CCCCCNS(=O)(=O)c1ccc(Br)cc1)NCCN1CCOCC1,-11,1.5,20,1,20,-1,.,0.0,-2

# By substructure, the entries above with a thiophene ring, fused or not (3)
SMILES,Furin inhibitor,zfTRPN1 agonist,m-calpain inh,EBV gp42 inh,PPC-1+TRAIL kill,thrombin 1536,Cl transport mod,TRPML3 ag,TbHK1 inh
N#C/C(=C\c1cn(Cc2ccc(C#N)cc2)c2ccccc12)C(=O)NCc1cccs1,-9,0.5,-27,-20,-7,-4,0.23,0.9,11
COc1ccc(S(=O)(=O)N2CCCC2C(=O)NCc2cccs2)cc1 (stereo not drawn),-4,0.1,6,-10,-8,18,-1.1,-0.1,0
NC(=O)c1ccsc1NC(=O)COC(=O)CCOc1ccccc1,-14,10,-5,-7,6,0,-3.5,2.7,-6

# Next entries.
SMILES,Furin inhibitor,zfTRPN1 agonist,m-calpain inh,EBV gp42 inh,PPC-1+TRAIL kill,thrombin 1536,Cl transport mod,TRPML3 ag,TbHK1 inh
COc1ccc(CNC(=O)C2CCN(S(=O)(=O)c3ccc(-c4nn[nH]n4)cc3)CC2)cc1,-26,0.2,51*,-11,9,-9,0.17,0.4,7
CC(=O)NC(Cc1c[nH]c2ccccc12)C(=O)N/N=C/c1ccccc1 (stereo not drawn),-41,0.1,6,-4,.,1,-0.19,0.3,-4
O=C(c1ccc(N2CCCC2=O)cc1)N1CCOCC1,-12[20 µM],-0.1,-33,6,16,0,-0.26,1.0,3
COc1ccccc1N(CC(=O)N/N=C/c1c(O)ccc2ccccc12)S(C)(=O)=O,-7,-0.5,-62,-13,36,-5,-1.6,1.0,-9
N#Cc1c(SCC(=O)Nc2ccccc2)nsc1SCC(=O)Nc1ccccc1,-12,0.4,2,-31,16,-3,0.2,0.3,-6
CC(C)CCNC(=O)CCc1nnc(Cc2c[nH]c3ccccc23)o1,-16,-0.2,21,-4,8,-2,-1.3,0.3,-6
CCOc1ccc(NC(=O)CC2C(=O)N(c3ccccc3)C(=O)N2Cc2ccccn2)cc1 (stereo not drawn),-15[20 µM],0.0,12,2,6,5,.,0.8,-3
COc1ccc(C(=O)N/N=C/c2ccc(OC(=O)c3ccccc3)cc2)cc1,-7,0.2,7,5,2,-1,-0.23,0.7,19
COc1ccc(CN(C(=O)c2nsc(Cl)c2Cl)C(C(=O)NC2CCCC2)c2ccc(OC)cc2)cc1 (stereo not drawn),-14,-2.0,34,-1,1,5,0.32,-1.0,8
Nc1c2c3c(sc2nc(=O)n1N)CCCC3,-28,0.6,-29,0,-1,-9,-2.3,-0.3,-12
CC(=O)Nc1ccc(C(=O)Cn2c3[n+](c4c(F)c(F)ccc42)CCCCC3)cc1,-43,0.6,24,-8,10,5,1,1.0,2
COc1ccc(S(=O)(=O)N2CCCOC2CNC(=O)C(=O)NCCCn2ccnc2)cc1OC (stereo not drawn),-19,0.8,-21,-7,-8,5,1.7,1.2,0
O=C(O)c1ccc(CSc2nc(-c3ccccc3)cc(C(F)(F)F)n2)cc1,0,1.2,15,4,19,-7,-2,1.0,12
COCCCN1C(=O)C(=O)/C(=C(/O)c2ccc(OC(C)C)cc2)C1c1ccncc1 (stereo not drawn),-16,-0.2,16,1,0,2,-0.44,0.9,-30
Cc1cccc(N(CC(=O)N2CCN(c3ccc(F)cc3)CC2)S(C)(=O)=O)c1C,-22,0.9,-22,-3,20,-5,-1.9,0.5,-4
COc1ccc(Cl)cc1C(=O)NNC(=S)NC(=O)/C=C/c1ccco1,0,-1.1,-80,18,9,-25,29*,-0.1,-27
COCc1nnc(NC(=O)c2ccccc2[N+](=O)[O-])s1,-23,0.6,-7,-19,8,-3,1.3,0.9,-3
Cc1cc(NC(=O)c2cccs2)ccc1NC(=O)Cc1ccccc1,-16,1.6,-17,-17,16,-1,.,0.8,1
Cc1cc(C)n(-c2ccn(Cc3ccc(Cl)cc3Cl)c(=O)n2)n1,-12,0.9,14,7,2,-4,-0.75,0.6,1
CCOC(=O)N1CCN(C(=S)NC(=O)C2CCCC2)CC1,-23,0.5,-11,-13,-11,-1,-0.23,0.3,-8
Cc1nc(Nc2ccc(F)cc2)nc(Nc2ccc(F)cc2)c1[N+](=O)[O-],-11,-2.1,-1,-6,23,1,0.85,-0.2,-15
COc1ccc(C(=O)/C=C/Nc2ccc([N+](=O)[O-])cc2C)c(OC)c1,-10[20 µM],0.9,-116,-20,9,-5,0.33,0.3,-17
N#CC1(P(=O)(c2ccccc2)c2ccccc2)CC1,-1,-0.8,-27,-8,26,-15,-1.3,0.3,0
Cc1onc(-c2c(F)cccc2Cl)c1C(=O)Nc1nnc(-c2ccccc2)s1,-11[20 µM],0.2,-75,3,2,-1,0.51,0.9,-4
Cc1ccc(C(=O)NNC(=O)c2ccccc2-n2cccc2)cc1,-31,0.0,-6,-13,7,-7,-0.17,0.6,-1
Cc1c(Cl)cccc1NC(CC(=O)c1ccccc1)C(=O)OCC(=O)c1cccs1 (stereo not drawn),-13,0.3,15,-8,9,-4,-0.58,0.9,0
COC(=O)c1cccc(NC(=S)Nc2ccccc2Cl)c1,-22,-0.3,6,0,9,-10,0.7,0.6,-5
Cc1cc(N/C=C(\C#N)S(=O)(=O)c2ccccc2Cl)nc(C)n1,-14,0.7,-14,-12,-6,0,-1.4,-0.1,-37
CN(Cc1ccccc1)C(=O)COC(=O)c1cc(-c2ccc(Cl)s2)nc2ccccc12,-10[20 µM],0.5,-486,-18,6,-7,-0.094,1.0,-9
Cc1ccc(C(=O)CSc2ncn[nH]2)cc1,-18,-1.1,18,-15,-8,-1,.,-0.5,37
CCN(CC)CC(O)Cn1c(-c2ccccc2Cl)nc2ccccc21 (stereo not drawn),-23,1.5,-4,-17,18,-8,0.87,1.0,-9
CCn1nnc2cc(C(=O)O)ccc21,-11,0.3,-20,9,16,-12,0.51,1.0,-3
CCN1c2ccccc2-c2nc3ccccc3n2C1c1cccs1 (stereo not drawn),-14,-2.7,i,13,4,-16,-2,-1.5,24
c1ccc(-n2nc3ccccc3n2)cc1,-34[20 µM],0.2,-9,0,3,0,-0.4,0.3,9
C#CCNC(=O)C1=C[C@H](c2csc3ccccc23)[C@@H](CCCO)[C@H](OCC)O1,-22,2.0,-18,-4,12,-5,-0.48,1.3,-5

# m-calpain inh, entries above that show a hit
molecule,Furin inhibitor,m-calpain inh,EBV gp42 inh,thrombin 1536,Cl transport mod,TRPML3 ag,TbHK1 inh
COc1ccc(CNC(=O)C2CCN(S(=O)(=O)c3ccc(-c4nn[nH]n4)cc3)CC2)cc1,-26,51*,-11,-9,0.17,0.4,7
